KOR beta-arrestin-1: kappa opioid receptor activators – cell-based, luminescence, uHTS, primary screen (AID 1777) | KOR beta-arrestin recruitment, luminescence; higher % means a stronger effect | 280,000 compounds, 0.02% hits | activation, % at 10 µM; hits with a dose series show EC50 in µM; in the data active means activation above about 50%, passing the limit was not always enough; further: a part of the inactive calls stands beside numbers as strong as those of hits
HEK293 NOD2/NF-kB: NOD2 signaling inhibitors, cell-based, luminescence, uHTS, HEK293 (AID 1566). HEK293 NOD2/NF-kB luciferase reporter, luminescence; higher % means a stronger effect. inhibition, % at 4 µM; hits with a dose series show EC50 in µM. 290,000 compounds, 0.63% hits; further: many of its hits are not listed in these tables
M1AAP inhibition: malaria alanyl aminopeptidase activity blockers – biochemical, fluorogenic H-Leu-NHMec substrate, 1536-well (AID 1445); 220,000 compounds, 0.42% hits; one-dose inhibition, % at 30 µM; IC50 in µM for titrated hits; recombinant M1AAP, H-Leu-NHMec fluorogenic kinetic assay; higher % means a stronger effect;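 active means primary inhibition above the hit cutoff, then over 50% inhibition at one or more dose response concentrations, cut at about 23% in these data, passing the limit was not always enough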;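 further: plate controls were DMSO full reaction for no effect and no enzyme background for full effect; strong numbers were not always called active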
KOR beta-arrestin-2: KOR antagonists, beta-arrestin recruitment, cell-based, luminescence, uHTS (AID 1778); KOR beta-arrestin recruitment, luminescence, antagonist mode; higher % means a stronger effect; inhibition, % at 10 µM, or IC50 in µM where a hit was titrated; 290,000 compounds, 0.091% hits; further: strong numbers were not always called active
P. falciparum M17LAP: P. falciparum M17LAP inhibitors, primary screen, biochemical, fluorogenic H-Leu-NHMec substrate, 1536-well (AID 1619); recombinant M17LAP, H-Leu-NHMec fluorogenic kinetic assay; higher % means a stronger effect; 220,000 compounds, 0.38% hits; inhibition, % at 30 µM, or IC50 in µM where a hit was titrated;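 active means compound inhibiting the enzyme by more than half at any dose during confirmatory dose-response retesting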;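 further: plate controls were full reaction with DMSO carrier for no effect and no enzyme background for full effect; strong numbers were not always called active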
Dynein transport: dynein cargo transport inhibition; 3617.4 mouse cells, GR-EGFP nuclear translocation imaging; test concentration mostly 20 µM; stimulated with dexamethasone, 1 µM; active compounds read low; z-score, hits read low; 220,000 compounds, 0.47% hits; AID 1381;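 active means plate z-score of nuclear minus cytoplasmic receptor signal below a set negative limit, without overly bright fluorescence or cell loss, cut at about -3.5 in these data, passing the limit was not always enough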;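 further: z-score of nuclear minus cytoplasmic ring GR-EGFP intensity difference per well; some compounds called inactive have numbers as strong as hits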
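Buffer or medium – tet-free medium with charcoal-stripped serum · Signal – automated 10x imaging of fixed Hoechst-stained cells · Also added – dexamethasone agonist, 1.0 µM final, for 30 min · Incubation – induction 48 h, compound 1 h, agonist 30 min · Read-out – GR-EGFP nuclear translocation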
GPR55 beta-arrestin: selective activators of receptor GPR55 – imaging, U2OS cells, beta-arrestin-GFP redistribution, primary screen (AID 1961). U2OS GPR55 beta-arrestin-GFP redistribution imaging; higher % means a stronger effect. one-dose activation, % at 10 µM; EC50 in µM for titrated hits. 290,000 compounds, 0.048% hits;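 active means activation above 40% with more than 50 cells counted in the well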;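 further: U2OS osteosarcoma cells stably expressing GPR55 and beta-arrestin-GFP; plate controls were DMSO negative control for no effect and LPI positive control for full effect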
NOD1 NF-kB reporter: NOD1 signaling inhibitors, primary screen, cell-based, luminescence, uHTS (AID 1578). NOD1-driven NF-kB luciferase reporter cells, luminescence; higher % means a stronger effect. inhibition, % at 4 µM, or EC50 in µM where a hit was titrated. 290,000 compounds, 1% hits; in the data active means inhibition mostly above about 36%, no sharp cut-off; inactive means mostly below about 34%;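 further: HEK-293T reporter cells stimulated with the NOD1 agonist gamma-tri-DAP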
AID2073: inhibitors of Mint1-CaV2.2 protein interaction, biochemical, HTRF (AID 2073). HTRF protein-protein interaction, Mint1-CaV2.2; higher % means a stronger effect. one-dose inhibition, % at 20 µM; IC50 in µM for titrated hits. 290,000 compounds, 0.19% hits; in the data active means inhibition mostly above about 51%, no sharp cut-off; further: some results filed as inactive read as strong as hits
Dynein transport cytoplasmic EGFP: further read-out of Dynein transport, marked with its call; z-score; measured here: cytoplasmic GR-EGFP intensity; active compounds read high
Dynein transport nuclear GR-EGFP: also measured in Dynein transport; calls as there; z-score; measured here: nuclear GR-EGFP intensity;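 lower value marks the stronger effect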
Dynein transport cell count: further read-out of Dynein transport, marked with its call; z-score; measured here: cell count per field
* marks the source's active call; other numbers are inactive results; . = not tested or not shown; [ ] = another dose, or the depositor's remark. Unless noted, no stated cut-off is given here; in the data, active means inhibition above about 50%; inactive means the rest. An excerpt; rates above refer to the full screens.

Structure	NOD1 NF-kB reporter	Dynein transport cytoplasmic EGFP	HEK293 NOD2/NF-kB	KOR beta-arrestin-1	Dynein transport cell count	AID2073	Dynein transport	P. falciparum M17LAP	Dynein transport nuclear GR-EGFP	M1AAP inhibition	GPR55 beta-arrestin	KOR beta-arrestin-2
C[C@H]1COc2c(C3(N)CC3)c(F)cc3c(=O)c(C(=O)O)cn1c23	-12%	.	0%	1.2%	.	4%	.	-1%	.	-2%	-0.5%	-20%
Cc1cccc(OCCNc2cc(N3CCN(CCO)CC3)ccc2[N+](=O)[O-])c1	-28%	-0.26	9%	-2.0%	1.1	-6%	-0.67	2%	-0.14	6%	1.2%	14%
O=C(CN1CCCN(Cc2ccc(F)cc2Cl)C1=O)NC1CCCCCCC1	13%	-0.11	11%	0.9%	-0.12	-7%	-0.5	22%	0.022	7%	-0.1%	-11%
Cc1ccc(NC(=O)NCc2cccnc2)cc1Cl	-56%	.	-12%	0.7%	.	10%	.	.	.	.	-0.2%	14%
COc1cc(OC)cc(C(=O)NC(=S)Nc2ccc3[nH]c(=O)[nH]c3c2)c1	-22%	.	15%	0.9%	.	-9%	.	.	.	.	-0.2%	-17%
CCCCOC(=O)c1ccc(OC(=O)N2CCOCC2)cc1	-10%	.	14%	-0.4%	.	8%	.	.	.	.	0.6%	-42%
COCCn1c(N)c(C#N)c2nc3ccccc3nc21	-6%	-0.15	11%	-1.3%	-0.83	33%	1.4	-466%	0.74	21%	-0.1%	2%
Cc1nc(N2CCOCC2)sc1C=O	-30%	-0.35	24%	1.6%	0.29	-4%	0.29	19%	0.18	19%	-0.2%	-1%
COc1ccc(C2OC[C@H]3O[C@H](O)[C@H](NC(C)=O)[C@@H](O)[C@@H]3O2)cc1 (stereo partly drawn)	-29%	-0.25	3%	5.7%	0.24	-11%	0.98	-2%	0.5	4%	0.4%	-11%[20 µM]
CN(Cc1nc(-c2cccnc2)no1)S(=O)(=O)c1ccc(Br)cc1	2%	-0.15	10%	-0.5%	0.97	-3%	-0.14	-1%	0.17	6%	0.2%	-14%
CCOC(=O)Cc1csc(N)n1	-12%	1.4	-7%	-7.7%	0.29	-8%	-1.5	2%	-0.37	7%	-0.1%	-37%
CN(CCC(=O)c1ccccc1)CCC(=O)c1ccccc1	12%	.	17%	2.6%	.	-4%	.	.	.	.	0.5%	2%
O=C(NCC1CCCO1)c1cccc(Br)c1 (stereo not drawn)	-26%	-0.22	-16%	4.4%	0.64	-6%	-0.89	-13%	-0.55	17%	0.0%	-32%
O=C(CN(Cc1ccccc1)C(=O)CCC(=O)Nc1ccccn1)NCCc1ccccc1	-8%	.	-6%	-4.2%	.	-5%	.	.	.	.	-0.2%	14%
COc1ccccc1C(=O)Nc1ccc(C(=O)/C=C/c2cccs2)cc1	-4%	-0.28	0%	0.0%	-0.63	34%	0.68	-6%	0.44	4%	1.0%	3%
O=C(C[N+]1(CC#Cc2ccccc2)CCCCC1)c1ccccc1	47%*	-0.27	-30%	1.6%	-0.074	7%	-0.11	10%	-0.22	9%	-0.5%	33%
CC1Sc2ccc(S(=O)(=O)N3CCC(C(=O)NCc4ccco4)CC3)cc2NC1=O (stereo not drawn)	8%	.	30%	0.5%	.	1%	.	.	.	.	-0.2%	-6%
CN(C(=O)CSc1nc(-c2ccccc2)cn1N)C(c1ccccc1)c1ccccc1	-1%	0.19	-5%	3.9%	-0.7	-11%	0.88	-2%	0.68	6%	0.0%	0%
O=C(CNS(=O)(=O)c1c(Cl)cccc1Cl)OCC(=O)N1CCN(c2ccccc2)CC1	38%	-0.26	-10%	13%	-0.39	-10%	-0.59	-15%	-0.31	2%	-0.2%	-19%
CCOc1ccccc1NC(=O)C1CCN(c2ccc(S(=O)(=O)N3CCCC3)cc2)CC1	8%	-0.16	12%	-0.7%	0.2	8%	-0.8	-4%	-0.17	-7%	-0.2%	1%
c1ccc(Cn2nnnc2C(c2ccccn2)N2CCOCC2)cc1 (stereo not drawn)	-1%	-0.25	8%	-1.4%	-0.8	2%	-0.49	5%	-0.055	-1%	-0.1%	-5%
Cc1ccccc1C(=O)N1CC(=O)Nc2ccc(F)cc2C1c1ccccc1 (stereo not drawn)	-10%	.	7%	5.4%	.	-6%	.	.	.	.	-0.1%	-1%
COc1cccc(CC(NC(C)=O)C(=O)NC2CCN(C(=O)C3CC3)CC2)c1OC (stereo not drawn)	-24%	-0.28	17%	-8.3%	0.58	0%	-0.85	-3%	-0.44	4%	0.2%	-11%[20 µM]
CCn1cc(C(=O)NCc2cccnc2)c(=O)c2cc(F)c(N3CCN(C(=O)c4ccco4)CC3)cc21	8%	-0.14	24%	-1.1%	-0.13	16%	0.4	2%	0.3	-3%	0.0%	-22%
CCOC(=O)CSc1nc2c(c(=O)n(C)c(=O)n2C)n1Cc1ccccc1F	-2%	-0.19	4%	-7.3%	0.45	-1%	-1.1	12%	-0.55	0%	-0.2%	19%
COc1cc(C(C)=O)ccc1OCC(=O)N1CCc2ccccc2C1	-22%	.	-2%	0.2%	.	10%	.	.	.	.	0.2%	-23%
COc1cc(CNc2ccc(S(N)(=O)=O)cc2)ccc1OCC(=O)NC1CCCCC1	-39%	-0.24	27%	-1.6%	0.63	15%	-0.48	3%	-0.073	5%	0.3%	9%
CC1CCN(C(=O)CN(c2ccc3c(c2)OCO3)S(C)(=O)=O)CC1	-12%	-0.23	5%	-1.8%	0.8	2%	-0.17	1%	-0.059	3%	-0.1%	2%
CCCn1cc2c(c1-c1ccc(C)cc1)c(=O)n(C)c(=O)n2C	-37%	-0.091	14%	3.2%	0.95	-7%	-0.53	6%	-0.73	2%	-0.3%	-21%
NC(=O)CC(NC(=O)c1ccccc1)c1ccc(NCc2ccccn2)c([N+](=O)[O-])c1 (stereo not drawn)	12%	.	8%	0.4%	.	-4%	.	.	.	.	-0.3%	-10%[20 µM]

Grouped by structure, those above containing bromine
Structure	NOD1 NF-kB reporter	Dynein transport cytoplasmic EGFP	HEK293 NOD2/NF-kB	KOR beta-arrestin-1	Dynein transport cell count	AID2073	Dynein transport	P. falciparum M17LAP	Dynein transport nuclear GR-EGFP	M1AAP inhibition	GPR55 beta-arrestin	KOR beta-arrestin-2
CN(Cc1nc(-c2cccnc2)no1)S(=O)(=O)c1ccc(Br)cc1	2%	-0.15	10%	-0.5%	0.97	-3%	-0.14	-1%	0.17	6%	0.2%	-14%
O=C(NCC1CCCO1)c1cccc(Br)c1 (stereo not drawn)	-26%	-0.22	-16%	4.4%	0.64	-6%	-0.89	-13%	-0.55	17%	0.0%	-32%

Next entries:
Structure	NOD1 NF-kB reporter	Dynein transport cytoplasmic EGFP	HEK293 NOD2/NF-kB	KOR beta-arrestin-1	Dynein transport cell count	AID2073	Dynein transport	P. falciparum M17LAP	Dynein transport nuclear GR-EGFP	M1AAP inhibition	GPR55 beta-arrestin	KOR beta-arrestin-2
CC(C)c1cc(=O)oc2c3c4c(cc12)CCCN4CCC3	-3%	-0.011	-54%	0.4%	-0.22	6%	0.66	-115%	0.46	6%	0.1%	-41%
CCC(=O)Nc1ccc(S(=O)(=O)N2CCc3ccccc3C2)cc1	-18%	-0.13	-2%	-1.8%	-0.47	37%	0.64	-3%	0.53	-3%	0.3%	5%
O=C1NC(CCc2ccccc2)C(=O)N1Cc1cccc2ccccc12 (stereo not drawn)	-24%	-0.26	-16%	6.7%	1.1	40%	-0.29	2%	-0.099	1%	-0.1%	-9%
COc1cc(NC(=S)N2c3ccccc3CC2C)cc(OC)c1 (stereo not drawn)	-5%	.	15%	-2.2%	.	-13%	.	.	.	.	-0.1%	-6%
O=C(Cc1cc(C(=O)O)c2ccccc2n1)Nc1ccccc1	.	-0.27	.	8.6%	-0.5	8%	0.17	10%	0.48	12%	0.5%	-18%
O=C(O)C1CCCN1C(=O)Nc1ccc(F)cc1 (stereo not drawn)	31%	-0.14	-6%	2.7%	-1.8	-5%	0.75	6%	1.4	-7%	0.0%	-59%
COc1ccc(C(=O)NNC2=Nc3cccc4cccc2c34)cc1	11%	0.15	-5%	-3.5%	-0.38	-4%	-0.56	2%	-0.16	5%	-0.2%	12%
Cc1nn(-c2ccccc2)c2c1c(C)c(CCC(=O)N1CCOCC1)c(=O)n2C	-16%	.	9%	-1.1%	.	9%	.	.	.	.	-0.1%	-12%
N#C/C(=C\c1cccc([N+](=O)[O-])c1)C(=O)Nc1cccnc1	-19%	-0.24	-12%	3.0%	-1.4	32%	1	7%	1.4	2%	0.1%	10%
COc1cc(NC(=O)COc2ccccc2C)ccc1NC(=O)c1ccco1	-31%	.	-1%	0.3%	.	6%	.	.	.	.	0.0%	-4%

Laid out differently: entries from further up.
Sequence of screens: NOD1 NF-kB reporter, Dynein transport cytoplasmic EGFP, HEK293 NOD2/NF-kB, KOR beta-arrestin-1, Dynein transport cell count, AID2073, Dynein transport, P. falciparum M17LAP, Dynein transport nuclear GR-EGFP, M1AAP inhibition, GPR55 beta-arrestin, KOR beta-arrestin-2
CN(Cc1nc(-c2cccnc2)no1)S(=O)(=O)c1ccc(Br)cc1
 : 2%, -0.15, 10%, -0.5%, 0.97, -3%, -0.14, -1%, 0.17, 6%, 0.2%, -14%
CCOC(=O)Cc1csc(N)n1
 : -12%, 1.4, -7%, -7.7%, 0.29, -8%, -1.5, 2%, -0.37, 7%, -0.1%, -37%
CN(CCC(=O)c1ccccc1)CCC(=O)c1ccccc1
 : 12%, ., 17%, 2.6%, ., -4%, ., ., ., ., 0.5%, 2%
O=C(NCC1CCCO1)c1cccc(Br)c1 (stereo not drawn)
 : -26%, -0.22, -16%, 4.4%, 0.64, -6%, -0.89, -13%, -0.55, 17%, 0.0%, -32%
